hcDAF-12 act = H. contortus DAF-12 nuclear receptor activators, primary screen, cell-based, luminescence, HEK293, lit1-tk-luc reporter | activation, % at 6.8 µM | HEK293 hcDAF-12 lit1-tk-luc reporter; 0% DMSO, 100% Δ7-dafachronic acid | 1.4% of 370,000 active;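 active means activation above the mean of all tested compounds plus 3 SD, cut at about 5.5% in these data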;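 further: 100% = response to 3 µM Δ7-dafachronic acid high control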
FXN GAA850 act = FXN promoter activators, primary screen, cell-based, luciferase luminescence, HEK293 lucGAA850; activation, % at 6 µM; 0.56% of 360,000 active; HEK293 lucGAA850 FXN promoter luciferase reporter, 24 h; percent of 10 µM SAHA response;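 active means activation above the average of all compounds screened plus 3 SD, cutoff fixed separately per campaign, cut at about 7.5% in these data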;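 further: 0% = DMSO wells and 100% = 10 µM SAHA wells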
ADAM17 inh = ADAM17 inhibitors, primary screen, biochemical, QFRET; Disintegrin and metalloproteinase domain-containing protein 17 (Homo sapiens), P78536; recombinant ADAM17, EDANS/DABCYL FRET peptide cleavage; inhibition, % at 6.95 µM; 0.83% of 370,000 active; AID 720648, 2013;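 active means inhibition above the mean of compounds lying between control limits plus 3 SD, set per campaign, cut at about 8.5% in these data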;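 further: 0% = DMSO-only wells as the low control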
PLC-gamma1 inh = PLC-gamma1 enzyme inhibitors, primary screen, biochemical, fluorescence, purified enzyme; 1-phosphatidylinositol 4,5-bisphosphate phosphodiesterase gamma-1 (Homo sapiens), P19174; 0.84% of 370,000 active; inhibition, % at 12.2 µM; fluorogenic substrate; in the data active means inhibition above about 9.5%
DAX1 inh-1 = DAX1 (NR0B1) inhibitors on StAR promoter, primary screen, cell-based, luminescence, SF-1 (NR5A1), full-length DAX-1; 1.1% of 370,000 active; AID 652010, 2013; HEK293T StAR-luciferase reporter, SF-1/DAX-1 repression relief; inhibition, % at 6.8 µM;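 active means inhibition above the mean over all tested compounds plus 3 SD, cut at about 3.6% in these data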;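 further: 0% = DAX-1 cells with DMSO and 100% = cells lacking DAX-1 with DMSO; higher inhibition means more luminescence from relief of DAX-1 repression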
sPLA2-III inh = human group III sPLA2 inhibitors, primary screen, biochemical, QFRET, BODIPY PC-A2 liposome substrate. inhibition, % at 12.2 µM. AID 743126, 2013. 0.56% of 370,000 active. Group 3 secretory phospholipase A2 (Homo sapiens), Q9NZ20. QFRET BODIPY PC-A2 liposome hydrolysis, fluorescence;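 active means inhibition above mean plus 3 SD of compounds lying within the high and low control bounds, cut at about 19% in these data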;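 further: 0% = median of test compound wells and 100% = no enzyme DMSO wells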
Target sequence (Q9NZ20 whole entry, looked up): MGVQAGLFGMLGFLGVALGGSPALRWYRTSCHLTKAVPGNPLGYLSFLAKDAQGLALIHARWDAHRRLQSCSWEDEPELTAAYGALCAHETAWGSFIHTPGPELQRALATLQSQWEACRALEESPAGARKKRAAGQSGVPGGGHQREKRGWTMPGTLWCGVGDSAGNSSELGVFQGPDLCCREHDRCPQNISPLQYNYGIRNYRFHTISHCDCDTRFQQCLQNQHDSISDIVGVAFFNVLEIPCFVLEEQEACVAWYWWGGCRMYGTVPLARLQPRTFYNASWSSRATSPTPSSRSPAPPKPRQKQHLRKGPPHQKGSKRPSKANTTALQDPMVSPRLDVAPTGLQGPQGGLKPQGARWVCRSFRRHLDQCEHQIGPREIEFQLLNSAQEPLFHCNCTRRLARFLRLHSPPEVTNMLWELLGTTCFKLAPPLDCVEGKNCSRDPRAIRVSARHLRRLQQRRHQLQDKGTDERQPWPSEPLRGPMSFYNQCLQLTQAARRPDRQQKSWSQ
DAX1 inh-2 = DAX1 (NR0B1) inhibitors, primary screen, cell-based, HEK293, Gal4-DAX1, luciferase luminescence | Nuclear receptor subfamily 0 group B member 1 (Homo sapiens), P51843 | HEK293 Gal4-DAX1 luciferase reporter | inhibition, % at 6.75 µM | 0.99% of 340,000 active | AID 504766, 2011;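 active means inhibition above the mean over all tested compounds plus 3 SD, cut at about 4.2% in these data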;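 further: 0% = DAX1-transfected cells with DMSO and 100% = empty-vector control cells with DMSO; inhibition shows as a rise in luminescence from relieved DAX1 repression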
PLCb3 inh = human PLC-beta3 inhibitors, primary screen, biochemical, fluorescence; inhibition, % at 12.2 µM; 1-phosphatidylinositol 4,5-bisphosphate phosphodiesterase beta-3 (Homo sapiens), Q01970; AID 720704, 2013; Purified PLC-beta3, fluorogenic substrate; 0.18% of 370,000 active; in the data active means inhibition above about 11%;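 further: 0% = median of compound wells on plate and 100% = full blocker control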
ADAM10 inh = human ADAM10 inhibitors, primary screen, biochemical, QFRET, HTS; Disintegrin and metalloproteinase domain-containing protein 10 (Homo sapiens), O14672; recombinant ADAM10, EDANS/DABCYL FRET peptide cleavage, 3 h; inhibition, % at 7 µM; 0.62% of 370,000 active;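 active means inhibition above a per-campaign cutoff equal to the mean of compounds falling between control-based bounds plus 3 SD, cut at about 20% in these data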;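 further: 0% = DMSO wells while the 100% control is not disclosed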
Target sequence (O14672 214-748 limits assumed): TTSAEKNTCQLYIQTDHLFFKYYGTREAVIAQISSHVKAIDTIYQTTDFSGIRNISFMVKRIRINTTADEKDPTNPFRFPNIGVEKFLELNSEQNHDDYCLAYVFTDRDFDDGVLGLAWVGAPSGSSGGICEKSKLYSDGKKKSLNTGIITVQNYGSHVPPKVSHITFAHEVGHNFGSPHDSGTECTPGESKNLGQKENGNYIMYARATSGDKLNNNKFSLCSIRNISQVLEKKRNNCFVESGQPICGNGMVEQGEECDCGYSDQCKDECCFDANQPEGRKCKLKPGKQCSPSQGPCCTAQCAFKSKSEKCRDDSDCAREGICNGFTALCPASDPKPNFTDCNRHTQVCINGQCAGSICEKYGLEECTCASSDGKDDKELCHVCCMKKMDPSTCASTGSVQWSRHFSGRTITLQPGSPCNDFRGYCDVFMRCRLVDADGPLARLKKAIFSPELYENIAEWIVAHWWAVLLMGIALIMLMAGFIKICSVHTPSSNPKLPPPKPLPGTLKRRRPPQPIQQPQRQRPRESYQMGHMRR
ssDAF-12 act = S. stercoralis DAF-12 nuclear receptor activators, primary screen, cell-based, luminescence, HEK293, GRIP1 co-expression, lit1-tk-luc; Nuclear hormone receptor DAF-12 (Strongyloides stercoralis); HEK293 ssDAF-12/GRIP1 lit1-tk-luc reporter; % of 3 µM dafachronic acid response; activation, % at 6.8 µM; 1% of 370,000 active;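 active means activation above the mean over all tested compounds plus 3 SD, cut at about 0.9% in these data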;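 further: 0% = DMSO-only wells and 100% = 3 µM delta7-dafachronic acid wells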
hgDAF12 agonist = H. glycines DAF-12 receptor agonists, primary screen, cell-based, luminescence, HEK293, GAL4 fusion, UAS-luciferase | Nuclear hormone receptor DAF-12 (Heterodera glycines), GAL4 fusion | HEK293 GAL4-hgDAF12 UAS-luciferase reporter, agonist luminescence; normalized to butyrate control | activation, % at 6.8 µM | 1.8% of 370,000 active | AID 687014, 2013;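 active means activation above a cutoff set at the mean of all screened compounds plus 3 SD, cut at about 10% in these data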;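 further: 0% = DMSO wells and 100% = sodium butyrate wells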
The depositor's hits bear a star.

For Cc1nonc1CN(C)C(=O)c1ccc(OC2CCN(Cc3ccccn3)CC2)cc1 the results were hcDAF-12 act -0.8, FXN GAA850 act -1.8, ADAM17 inh 0, PLC-gamma1 inh 4, DAX1 inh-1 1.0, sPLA2-III inh -2, DAX1 inh-2 -1.2, PLCb3 inh -5, ADAM10 inh 4, ssDAF-12 act -1.1 and hgDAF12 agonist 2.4.
`O=C(/C=C/c1ccccc1)NCCS(=O)(=O)N1CCN(c2ccccc2)CC1` gave hcDAF-12 act 0.0, FXN GAA850 act 2.1, ADAM17 inh -2, PLC-gamma1 inh 0, DAX1 inh-1 -1.1, sPLA2-III inh -3, DAX1 inh-2 0.7, PLCb3 inh -2, ADAM10 inh -2, ssDAF-12 act -1.3 and hgDAF12 agonist 0.1.
`CC(C)N(C1=CC(=O)OC12CCCCC2)C(C)C` gave hcDAF-12 act -0.6, FXN GAA850 act 0.3, ADAM17 inh -3, PLC-gamma1 inh -4, DAX1 inh-1 0.7, sPLA2-III inh -2, DAX1 inh-2 0.5, PLCb3 inh -12, ADAM10 inh 0, ssDAF-12 act -0.8 and hgDAF12 agonist 0.0.
`CN(CCOc1ccc(Cl)cc1)C(=O)c1ccc2c(=O)n3c(nc2c1)CCC3` gave hcDAF-12 act 0.4, FXN GAA850 act 0.1, ADAM17 inh -4, PLC-gamma1 inh -4, DAX1 inh-1 1.8, sPLA2-III inh 11, DAX1 inh-2 1.3, PLCb3 inh -6, ADAM10 inh -6, ssDAF-12 act -1.3 and hgDAF12 agonist -2.5.
CC(=O)/C(=N/Nc1ccccc1C)N1CCOCC1 was read as hcDAF-12 act 0.8, FXN GAA850 act 0.8, ADAM17 inh -3, PLC-gamma1 inh 3, DAX1 inh-1 -0.6, sPLA2-III inh 8, DAX1 inh-2 0.0, PLCb3 inh 3, ADAM10 inh 0, ssDAF-12 act -0.6 and hgDAF12 agonist -2.0.
CCN(CC)C(=O)CSc1ncnc2sccc12 was read as hcDAF-12 act -0.4, FXN GAA850 act 0.9, ADAM17 inh 1, PLC-gamma1 inh 1, DAX1 inh-1 -0.7, sPLA2-III inh 2, DAX1 inh-2 1.5, PLCb3 inh 1, ADAM10 inh -10, ssDAF-12 act -1.7 and hgDAF12 agonist -0.3.
Screening CC(=O)/C(=C(/O)c1ccccc1)c1nc2ccccc2[nH]1 returned hcDAF-12 act -0.6, FXN GAA850 act 0.6, ADAM17 inh -2, PLC-gamma1 inh 1, DAX1 inh-1 0.2, sPLA2-III inh 3, DAX1 inh-2 -0.4, PLCb3 inh -6, ADAM10 inh 5, ssDAF-12 act -1.2 and hgDAF12 agonist 0.0.
Screening COc1c(C)cc(C(O)c2ncc(-c3cccc(C(F)(F)F)c3)[nH]2)cc1C (stereo not given) returned hcDAF-12 act -1.8, FXN GAA850 act -1.6, ADAM17 inh 1, PLC-gamma1 inh -1, DAX1 inh-1 -1.3, sPLA2-III inh 0, PLCb3 inh 2, ADAM10 inh 1, ssDAF-12 act -0.3 and hgDAF12 agonist -2.4.
`CCCCC[C@H](C)N1C[C@H](COCc2ccccc2)Oc2cc(N3CC[C@H](N(C)C)C3)ccc2S1(=O)=O` gave hcDAF-12 act 0.4, ADAM17 inh 1, PLC-gamma1 inh 2, DAX1 inh-1 -0.3, sPLA2-III inh -20, PLCb3 inh -2, ADAM10 inh 7, ssDAF-12 act -0.4 and hgDAF12 agonist 1.8.
`CC(=O)Nc1ccc(S(=O)(=O)NCC2CC3CCC2C3)cc1` (stereo not given) gave hcDAF-12 act -2.0, FXN GAA850 act 1.0, ADAM17 inh -2, PLC-gamma1 inh 0, DAX1 inh-1 -0.2, sPLA2-III inh 1, DAX1 inh-2 -0.7, PLCb3 inh -5, ADAM10 inh 18, ssDAF-12 act -1.9 and hgDAF12 agonist -4.5.
COc1cccc(C(=O)N2CCC(n3nccc3NC(=O)C(OC)c3ccccc3)CC2)c1 (stereo not given) was read as hcDAF-12 act -0.3, FXN GAA850 act -0.7, ADAM17 inh -4, PLC-gamma1 inh -1, DAX1 inh-1 -0.7, sPLA2-III inh 1, DAX1 inh-2 0.3, PLCb3 inh -6, ADAM10 inh 1, ssDAF-12 act -0.5 and hgDAF12 agonist 0.8.
CCOc1ccc2nc(NC(=O)C(CC)Sc3nc(C)cc(=O)[nH]3)sc2c1 (stereo not given) was read as hcDAF-12 act 2.7, FXN GAA850 act 5.4, ADAM17 inh -5, PLC-gamma1 inh 0, DAX1 inh-1 1.5, sPLA2-III inh 4, DAX1 inh-2 0.3, PLCb3 inh 4, ADAM10 inh 0, ssDAF-12 act -0.8 and hgDAF12 agonist 5.7.
`COc1cc(CCC(=O)Nc2sccc2C#N)cc(OC)c1OC` gave hcDAF-12 act -1.5, FXN GAA850 act 0.7, ADAM17 inh -5, PLC-gamma1 inh -1, DAX1 inh-1 -0.5, sPLA2-III inh 0, DAX1 inh-2 -1.6, PLCb3 inh -5, ADAM10 inh 0, ssDAF-12 act -0.9 and hgDAF12 agonist -1.2.
`CCOC(=O)c1ccc(NC(=O)COc2ccccc2CNCCO)cc1` gave hcDAF-12 act -1.6, FXN GAA850 act 0.0, ADAM17 inh 2, PLC-gamma1 inh 4, DAX1 inh-1 -0.7, sPLA2-III inh -12, DAX1 inh-2 1.5, PLCb3 inh 4, ADAM10 inh -1, ssDAF-12 act -0.8 and hgDAF12 agonist -0.6.
Screening CC1CCCCC1NC(=O)c1cc2ccccc2o1 (stereo not given) returned hcDAF-12 act 2.2, FXN GAA850 act 1.8, ADAM17 inh -5, PLC-gamma1 inh 6, DAX1 inh-1 0.3, sPLA2-III inh 3, DAX1 inh-2 0.1, PLCb3 inh 0, ADAM10 inh -1, ssDAF-12 act -0.6 and hgDAF12 agonist 11*.
`O=C(NN1CCN(Cc2ccccc2Cl)CC1)c1ccc(Br)cc1` gave hcDAF-12 act -1.9, FXN GAA850 act 0.1, ADAM17 inh 0, PLC-gamma1 inh -1, DAX1 inh-1 -0.5, sPLA2-III inh 2, DAX1 inh-2 -1.3, PLCb3 inh 0, ADAM10 inh 0, ssDAF-12 act -0.9 and hgDAF12 agonist -1.2.
For FCCCOc1ccc(-c2ccnc3ncnn23)cc1 the results were hcDAF-12 act -0.8, FXN GAA850 act 1.0, ADAM17 inh inactive, PLC-gamma1 inh inactive, DAX1 inh-1 -0.5, sPLA2-III inh 7, DAX1 inh-2 5.2*, PLCb3 inh inactive, ADAM10 inh inactive, ssDAF-12 act -1.2 and hgDAF12 agonist -1.4.
`Cc1ccc(C)c(N2CCN(c3nc4ccccc4c(=O)n3Cc3ccccc3)CC2)c1` gave hcDAF-12 act 0.4, FXN GAA850 act -1.6, ADAM17 inh 3, PLC-gamma1 inh 4, DAX1 inh-1 0.5, sPLA2-III inh 1, DAX1 inh-2 -0.8, PLCb3 inh 6, ADAM10 inh 5, ssDAF-12 act -2.2 and hgDAF12 agonist -1.1.
Screening COc1cccc(/C=C2/SC(=S)N(CC(=O)NNC(=O)c3ccccc3O)C2=O)c1 returned hcDAF-12 act -1.9, FXN GAA850 act -0.3, ADAM17 inh -3, PLC-gamma1 inh -4, DAX1 inh-1 0.5, sPLA2-III inh 23*, DAX1 inh-2 -0.3, PLCb3 inh -15, ADAM10 inh -11, ssDAF-12 act -0.9 and hgDAF12 agonist 0.6.
`CNC(=O)CC12CC3CC(CC(C3)C1)C2` gave hcDAF-12 act -1.8, FXN GAA850 act 1.1, ADAM17 inh -2, PLC-gamma1 inh 3, DAX1 inh-1 -0.3, sPLA2-III inh 10, DAX1 inh-2 -0.5, PLCb3 inh 2, ADAM10 inh -2, ssDAF-12 act -1.1 and hgDAF12 agonist 0.2.
Screening O=[N+]([O-])c1cccc(Cl)c1NCCNc1ncc(C(F)(F)F)cc1Cl returned hcDAF-12 act -1.3, FXN GAA850 act 1.9, ADAM17 inh 2, PLC-gamma1 inh 4, DAX1 inh-1 -0.4, sPLA2-III inh 1, DAX1 inh-2 0.0, PLCb3 inh 6, ADAM10 inh 8, ssDAF-12 act -1.6 and hgDAF12 agonist 1.4.
For C[C@H]1CCCCO[C@H](CN(C)C(=O)Nc2ccc(F)cc2)[C@@H](C)CN([C@@H](C)CO)C(=O)c2cc(NC(=O)Nc3ccc4c(c3)OCO4)ccc2O1 the results were hcDAF-12 act -1.6, FXN GAA850 act -4.7, ADAM17 inh 8, PLC-gamma1 inh 2, DAX1 inh-1 -1.6, sPLA2-III inh -31, DAX1 inh-2 1.7, PLCb3 inh 1, ADAM10 inh 23*, ssDAF-12 act -1.1 and hgDAF12 agonist -2.4.
Screening Nc1[nH]c(C(=O)c2ccccc2)c(-c2cccnc2)c1C(=O)NCCc1c[nH]c2ccccc12 returned hcDAF-12 act 2.9, ADAM17 inh 1, PLC-gamma1 inh 2, sPLA2-III inh -31, PLCb3 inh 0, ADAM10 inh 3, ssDAF-12 act -1.2 and hgDAF12 agonist 2.4.
`Cc1cc(NC(=O)CSc2nnc(-c3cccnc3)n2Cc2ccccc2)no1` gave hcDAF-12 act -0.8, FXN GAA850 act 4.7, ADAM17 inh -3, PLC-gamma1 inh -1, DAX1 inh-1 0.4, sPLA2-III inh 2, DAX1 inh-2 -0.8, PLCb3 inh -7, ADAM10 inh 1, ssDAF-12 act -0.9 and hgDAF12 agonist -1.5.
Screening O=S1(=O)CCC(NC(=S)N2CCCCCC2)C1 (stereo not given) returned hcDAF-12 act 0.1, FXN GAA850 act 2.7, ADAM17 inh 2, PLC-gamma1 inh 0, DAX1 inh-1 -0.1, sPLA2-III inh -1, DAX1 inh-2 -1.4, PLCb3 inh -2, ADAM10 inh -1, ssDAF-12 act -1.0 and hgDAF12 agonist -1.3.
Screening CCOC(=O)c1c(N)c(C#N)c2n1CCCCC2 returned hcDAF-12 act -0.3, FXN GAA850 act 2.2, ADAM17 inh -4, PLC-gamma1 inh -3, DAX1 inh-1 -0.4, sPLA2-III inh 1, DAX1 inh-2 0.9, PLCb3 inh -1, ADAM10 inh -1, ssDAF-12 act -1.1 and hgDAF12 agonist -1.7.

Assay outcomes from PubChem BioAssay.
